# Assay outcomes as filed in PubChem BioAssay.
# A3G deaminase = APOBEC3G (human) deaminase inhibition; Q9HC16; recombinant A3G, ssDNA deamination FAM/TAMRA fluorescence; inhibition, % at 20 µM; 330,000 compounds, 0.28% hits; AID 493012;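 active = inhibition of at least 40% at 20 µM, with no more than 30% in the related APOBEC3A deaminase screen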;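 also: plate controls were DMSO wells with A3G for no effect and wells lacking A3G enzyme for full effect; some compounds called inactive have numbers as strong as hits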
# SENP8 block-1 = inhibitors of human SENP8 protease. 360,000 compounds, 0.64% hits. AID 602440. inhibition, % at 20 µM. recombinant SENP8, Nedd8 substrate fluorescence. Q96LD8; in the data active = inhibition mostly above about 40%, no sharp cut-off; inactive = mostly below about 27%
# Target sequence (Q96LD8 whole entry, looked up): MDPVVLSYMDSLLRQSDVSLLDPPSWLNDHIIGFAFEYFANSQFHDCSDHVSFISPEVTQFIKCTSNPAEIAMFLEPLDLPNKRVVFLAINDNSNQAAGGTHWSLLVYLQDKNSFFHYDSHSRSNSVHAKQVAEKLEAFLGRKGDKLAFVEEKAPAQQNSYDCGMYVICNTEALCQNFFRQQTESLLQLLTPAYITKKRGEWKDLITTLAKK
# SENP1 FRET inh = SENP1 (human) catalytic domain inhibition; recombinant SENP1 catalytic domain, CyPet-SUMO1-YPet FRET cleavage; inhibition, % at 10 µM; 360,000 compounds, 0.21% hits;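 active = inhibition at least 30% at 10 µM, raw YFP signal under a set limit, fluorescence ratio 0.5 to 1.5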;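 also: 0% = enzyme with DMSO and 100% = no enzyme wells; some results filed as inactive read as strong as hits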
#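 Material: hSENP1 catalytic domain, recombinant; medium: Tris pH 8 with BME, BSA, NP40 and catalase; compound: single concentration of 10 µM compound, 0.5% DMSO final; technique: FRET read of cyan and yellow fluorescence; timing: 50 min enzyme reaction, room temperature, light-protected; reagent: SFCypet-SUMO1-SFYpet substrate at 25 nM; control set: no-enzyme low, enzyme-DMSO high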
# SENP6 block = inhibitors of human SENP6 protease | AID 2599 | Q9GZR1 | inhibition, % at 10 µM | Recombinant SENP6 catalytic domain, aminoluciferin luminescence | 330,000 compounds, 1.8% hits;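 active = inhibition above about 50% at the single tested dose, limit read from the data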;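 also: plate controls were DMSO wells with enzyme for no effect and DMSO wells lacking enzyme for full effect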
# Target sequence (Q9GZR1 628-1112 limits assumed): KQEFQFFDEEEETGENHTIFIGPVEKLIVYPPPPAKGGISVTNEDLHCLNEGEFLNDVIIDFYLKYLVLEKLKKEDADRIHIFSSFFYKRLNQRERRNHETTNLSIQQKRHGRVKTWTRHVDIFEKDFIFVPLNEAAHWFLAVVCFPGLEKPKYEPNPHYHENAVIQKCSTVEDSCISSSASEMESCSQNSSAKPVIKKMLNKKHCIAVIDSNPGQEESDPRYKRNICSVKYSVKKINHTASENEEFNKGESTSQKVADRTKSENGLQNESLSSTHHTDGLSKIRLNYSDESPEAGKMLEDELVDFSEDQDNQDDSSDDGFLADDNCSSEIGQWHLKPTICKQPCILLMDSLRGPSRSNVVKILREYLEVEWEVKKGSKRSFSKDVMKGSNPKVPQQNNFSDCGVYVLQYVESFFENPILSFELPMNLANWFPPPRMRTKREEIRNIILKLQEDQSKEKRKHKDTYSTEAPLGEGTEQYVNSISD
# SENP7 block = blocks the human protease SENP7 | Q9BQF6 | inhibition, % at 5 µM | 330,000 compounds, 1.5% hits | AID 434973 | recombinant SENP7, Z-RLRGG-aminoluciferin luminescence, 40 min;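 active = inhibition above about 50% at the single test dose, limit read from the data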;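 also: plate controls were DMSO with enzyme for no effect and no enzyme buffer wells for full effect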
# SENP8 block-2 = blocks the human protease SENP8 | 330,000 compounds, 1.2% hits | Q96LD8 | inhibition, % at 10 µM | purified SENP8, Z-RLRGG-aminoluciferin cleavage, luminescence | AID 2540; in the data active = inhibition above about 50%
# Apaf1 inhib = blocks human Apaf-1 apoptosome activity | reconstituted apoptosome caspase-3 activity, DEVD-Rh110 fluorescence | 330,000 compounds, 0.71% hits | O14727 | inhibition, % at 20 µM; active = inhibition of at least 40% at 20 µM;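 also: plate controls were DMSO wells for no effect and DEVD-CHO caspase inhibitor wells for full effect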
#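 Material: biochemical Apaf-1 apoptosome reconstitution. Medium: Hepes buffer, pH 7.5. Also added: cytochrome c activation, bis-DEVD rhodamine 110 substrate. Timing: 30 min compound preincubation, 50 min activation, room temperature. Measured by: rhodamine 110 fluorescence at Ex 480/Em 540 nm.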
# UBC13 inh = blocks human UBC13 polyubiquitin chain formation | TR-FRET | inhibition, % at 20 µM | 330,000 compounds, 0.47% hits | AID 485273; in the data active = inhibition above about 45%, passing the limit was not always enough
# Target sequence (P61088 whole entry, looked up): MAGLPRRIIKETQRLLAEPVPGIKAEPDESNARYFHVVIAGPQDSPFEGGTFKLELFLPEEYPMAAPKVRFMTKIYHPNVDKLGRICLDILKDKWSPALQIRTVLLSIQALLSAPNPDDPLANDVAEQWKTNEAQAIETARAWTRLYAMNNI
# Numbers without * were called inactive; i = inactive; . = no result given.
SMILES | A3G deaminase | SENP8 block-1 | SENP1 FRET inh | SENP6 block | SENP7 block | SENP8 block-2 | Apaf1 inhib | UBC13 inh
CCCCCC1CCC(c2ccc(/C(N)=N/O)cc2)CC1 (stereo unspecified) | -2 | 10 | -1 | -8 | -4 | -3 | -8 | 3
COCCN1C(=O)c2ccccc2C(C(=O)N2CCN(c3ccccc3)CC2)C1c1ccc(F)cc1 (stereo unspecified) | -5 | 22 | -7 | 2 | -1 | -9 | 18 | -8
O=C1C(=O)N(CC(=O)N2CCCC2)c2ccccc21 | -16 | 4 | 0 | -5 | -4 | 2 | -11 | 0
O=C(NC(=S)Nc1ccccc1C(F)(F)F)c1ccccc1F | -3 | 9 | 0 | -12 | 5 | -1 | -244 | 13
NNC(=O)COc1ccc2oc3c(c2c1)CCCC3 | -9 | 4 | 0 | -25 | -3 | -4 | 14 | -2
Cc1nnc(N2CCOCC2)c2ccccc12 | 1 | 4 | 1 | 8 | 7 | 6 | -6 | -6
C[C@]12CC[C@H](O)C[C@@H]1CC[C@@H]1[C@@H]2CC[C@@]2(C)[C@H]1CCC(=O)[C@]21CCCO1 | 5 | 2 | 1 | . | -1 | . | 10 | .
CC1CCN(C(=O)c2ccc(CNc3c(N4CCCC4)c(=O)c3=O)cc2)CC1 | 4 | 22 | 1 | -23 | 7 | -2 | 9 | -4
O=c1c2ccccc2ncn1-c1ccc([N+](=O)[O-])cc1[N+](=O)[O-] | -4 | 27 | 1 | -4 | 3 | 12 | 0 | -3
CCc1c(C(=O)NC(C)C2CCCO2)csc1C (stereo unspecified) | -3 | 6 | -1 | 0 | -5 | -3 | 4 | -3

# 3 compounds drawn at random from those above:
SMILES | A3G deaminase | SENP8 block-1 | SENP1 FRET inh | SENP6 block | SENP7 block | SENP8 block-2 | Apaf1 inhib | UBC13 inh
CC1CCN(C(=O)c2ccc(CNc3c(N4CCCC4)c(=O)c3=O)cc2)CC1 | 4 | 22 | 1 | -23 | 7 | -2 | 9 | -4
COCCN1C(=O)c2ccccc2C(C(=O)N2CCN(c3ccccc3)CC2)C1c1ccc(F)cc1 (stereo unspecified) | -5 | 22 | -7 | 2 | -1 | -9 | 18 | -8
Cc1nnc(N2CCOCC2)c2ccccc12 | 1 | 4 | 1 | 8 | 7 | 6 | -6 | -6

# (listing goes on)
SMILES | A3G deaminase | SENP8 block-1 | SENP1 FRET inh | SENP6 block | SENP7 block | SENP8 block-2 | Apaf1 inhib | UBC13 inh
O=C(CCN1CCN(CC(=O)Nc2ccccc2Cl)CC1)Nc1ccccc1F | -10 | 22 | 0 | -10 | 3 | 5 | 5 | 7
CS(=O)(=O)NCCCc1ccccc1 | 2 | 16 | -1 | 1 | -4 | -3 | -10 | 1
O=C(N/N=C/c1ccncc1)c1ccc(COc2cccc3cccnc23)cc1 | 0 | -22 | -2 | 9 | -8 | -11 | 2 | -9
CC(=O)N(c1ccc2oc(=O)sc2c1)S(=O)(=O)c1ccc(C)cc1 | 2 | 4 | 2 | 16 | 0 | 4 | 2 | 4
COC(=O)C1CCN(C(=O)COC(=O)c2cc(-c3ccccc3)nc3ccc(OC)cc23)CC1 | -2 | i | -109 | 9 | 2 | 3 | 9 | 33
COc1ccccc1N(CC(=O)NCCSc1ccccn1)S(=O)(=O)c1ccccc1 | -8 | 6 | -1 | 6 | 1 | 5 | 3 | 8
CNc1ccc(/C=C/C(=O)c2ccc3c(c2)OCCO3)cc1[N+](=O)[O-] | -5 | 30 | 8 | -36 | -31 | -28 | 20 | -100
CS(=O)(=O)N(CC(=O)O)Cc1cccc(CN(CC(=O)O)S(C)(=O)=O)c1 | -10 | 12 | 2 | 10 | 6 | -10 | -1 | -2
COc1cccc(NC(=O)c2ccccc2-c2ccccc2C(=O)O)c1 | -1 | 2 | 0 | 4 | -4 | -7 | 4 | -4
O=C1N(CN2CCN(Cc3ccccc3)CC2)c2ccccc2C12OCCCO2 | -12 | 7 | -2 | 2 | 6 | 8 | -27 | -3
O=C(NCC1CCCO1)c1cn(-c2ccccc2)nc1-c1ccc(F)cc1 (stereo unspecified) | -6 | -2 | 0 | -22 | -2 | -6 | -3 | 3
O=C(c1cccnc1)N1CCCC(Nc2ccc(F)cc2)C1 (stereo unspecified) | -4 | 4 | 1 | 6 | 2 | 4 | -2 | -4
O=C(c1cnn(C(=O)c2cccc(S(=O)(=O)N3CCOCC3)c2)c1)c1ccccc1O | -7 | -11 | 2 | -6 | -5 | 11 | -6 | 3
CCOc1ccccc1N(C)C(=O)C1CCN(S(=O)(=O)c2cccc3nonc23)CC1 | -8 | 24 | 5 | 7 | -6 | -4 | 3 | 7
O=C1C(=O)c2ccccc2C([O-])=C1[n+]1ccccc1 | 2 | 59* | 0 | 41 | 6 | 13 | 32 | -12
Brc1ccc(/C=N/Nc2ccc3ccccc3n2)cc1 | -8 | -104 | 1 | 78* | 59* | 62* | 13 | 4
CCN(CC)CCOC(=O)c1ccc(Cl)cc1Cl | -13 | 14 | 1 | -1 | 1 | -9 | 11 | -3
O=C(CCc1nnc(C2CCCCC2)o1)NCCCOc1cccnc1 | -8 | 6 | 3 | -9 | -9 | -11 | -4 | -8
S=C(Nc1ccccc1)Nc1ccc(OCc2ccccc2)cc1 | -10 | 19 | 0 | 5 | -2 | -7 | 3 | -10
Cc1nnc(-c2cccc(Br)c2)c2cn(-c3cccc(Br)c3)nc12 | -5 | 12 | 3 | -4 | -6 | 0 | 24 | 2

# Record cards, from the list above. Order of screens: A3G deaminase, SENP8 block-1, SENP1 FRET inh, SENP6 block, SENP7 block, SENP8 block-2, Apaf1 inhib, UBC13 inh
# Listed for `Brc1ccc(/C=N/Nc2ccc3ccccc3n2)cc1` → -8, -104, 1, 78*, 59*, 62*, 13, 4
# Listed for `O=C(c1cnn(C(=O)c2cccc(S(=O)(=O)N3CCOCC3)c2)c1)c1ccccc1O` → -7, -11, 2, -6, -5, 11, -6, 3
# Listed for `CCOc1ccccc1N(C)C(=O)C1CCN(S(=O)(=O)c2cccc3nonc23)CC1` → -8, 24, 5, 7, -6, -4, 3, 7
# Listed for `S=C(Nc1ccccc1)Nc1ccc(OCc2ccccc2)cc1` → -10, 19, 0, 5, -2, -7, 3, -10

# (listing goes on)
SMILES | A3G deaminase | SENP8 block-1 | SENP1 FRET inh | SENP6 block | SENP7 block | SENP8 block-2 | Apaf1 inhib | UBC13 inh
CCOC(=O)CC(=O)Nc1c(C)cc(C)cc1C | -1 | 14 | 1 | -6 | 0 | 3 | -6 | 8
CCc1ccc(NC(=O)CSc2nnc(-c3cnccn3)n2Cc2ccco2)cc1 | -6 | 10 | 0 | -3 | 4 | -5 | 9 | -2
COc1ccc(C(C(=O)NCc2ccccc2)N(Cc2ccco2)C(=O)c2snc(C(N)=O)c2N)cc1 (stereo unspecified) | -4 | -294 | -14 | -31 | -8 | 0 | 30 | -6
CC(=O)c1nnn(-c2c(F)cccc2F)c1C | -4 | 13 | 2 | -6 | -8 | 0 | -22 | 3
CC(C)c1ccc(C(=O)OCC(=O)NC2CCCC2)cc1 | -5 | 19 | -1 | -25 | 1 | -3 | 4 | 5
CC(NC(=O)CCC(=O)NC(C)c1ccccc1)c1ccccc1 (stereo unspecified) | -8 | 21 | -1 | -8 | 9 | -7 | -7 | 2
CSc1nc(-c2ccccc2)c(C#N)c(=O)[nH]1 | -3 | -24 | 3 | 1 | 1 | -1 | -12 | 19
Cc1ccc2nc(SCn3nnc4ccccc4c3=O)[nH]c2c1 | -14 | 8 | 0 | -2 | 10 | 3 | -1 | 3
NNC(=O)c1nc[nH]c1C(=O)Nc1ccccn1 | -7 | 8 | 0 | 4 | -8 | -16 | 1 | -4
Cc1cc(=O)oc2cc(OCC(=O)NC3CC(C)(C)NC(C)(C)C3)c(Cl)cc12 | -3 | -75 | 2 | -11 | -1 | -11 | -2 | 3
COc1ccc(S(=O)(=O)N2CCOC23CCN(S(=O)(=O)c2ccc(F)cc2)CC3)cc1 | -6 | 10 | -2 | 3 | -1 | 17 | 13 | 3
O=C1CN(C(=O)CSc2nncn2-c2ccccc2)c2ccccc2N1 | -10 | 9 | 0 | 2 | -5 | -2 | -4 | 9
CC(C)c1nnc(NC(=O)CN(C)S(=O)(=O)c2ccc3c(c2)OCCO3)s1 | -9 | 2 | 3 | -13 | -3 | -7 | -3 | 2
O=C(NCc1ccccn1)c1cccc(NS(=O)(=O)c2ccccc2)c1 | -2 | 9 | 1 | -21 | 1 | -8 | 1 | 2
O=C(CSc1nc(-c2ccccc2)c(-c2ccccc2)o1)Nc1nnc(-c2ccccc2)s1 | -5 | -124 | -1 | -9 | -3 | -4 | 17 | -3
NNc1nc2sc3c(c2c(=O)n1Cc1ccccc1)CCC3 | 3 | 6 | -22 | 13 | 3 | -1 | 1 | -18
COc1ccc(-n2nnnc2SCC(=O)NC2CCCC2)cc1OC | -3 | 11 | 4 | 14 | 4 | 3 | -1 | 4
CCN(CC(=O)NCc1cccs1)C(=O)COc1ccc(C(C)=O)cc1 | -3 | 9 | 3 | 6 | 1 | 11 | 0 | 7
COc1ccccc1C1CC(=O)n2c(nc(-c3ccccc3)c2-c2ccccc2)S1 (stereo unspecified) | -7 | -118 | 6 | 3 | 1 | -4 | 7 | 6
Cc1occc1C(=O)NNC(=O)c1nn(C)c(=O)c2ccccc12 | -8 | 11 | 1 | -12 | -10 | -10 | -2 | -5
CC1CCCC(NC(=O)c2cc(S(=O)(=O)N3CCCCC3)ccc2Cl)C1C (stereo unspecified) | -6 | 4 | 0 | -8 | 5 | -6 | 9 | 2
COC(=O)C1=C(C)N=C2SC(C#N)=C(N)N2C1c1ccc(OCc2ccccc2)cc1 (stereo unspecified) | 2 | -28 | 8 | 0 | 9 | 1 | 15 | 3
Cc1cccnc1N(C(=O)Nc1ccccc1)C1=NCC(C)(C)S1 | -3 | 19 | -1 | -5 | -1 | -4 | 9 | 0
COc1ccccc1/C=C/C(=O)OCC(=O)NNC(=O)c1ccccc1 | -6 | -159 | 1 | 3 | 0 | -8 | -2 | 5
CN(C)S(=O)(=O)c1ccc(C(=O)Oc2coc(CSc3ncccn3)cc2=O)cc1 | -8 | 22 | 2 | -15 | -5 | -6 | 7 | 0
CC1(C)CC2(CC(c3ccccc3)c3ccc(O)cc3O2)NC(=S)N1 (stereo unspecified) | -19 | 6 | 2 | -18 | -13 | -3 | 4 | 3
C=CCn1c(SCc2cc([N+](=O)[O-])cc3c2OCOC3)nc2cc(C(=O)O)ccc2c1=O | -7 | 24 | 2 | -26 | -5 | -9 | -5 | -4
O=C(CSc1nc2c(c(=O)n1-c1ccc(Br)cc1)SCC2)Nc1nccs1 | 3 | 26 | 0 | -20 | 2 | -3 | 14 | -6
O=C(Cn1c(NCCO)nc2ccccc21)c1ccco1 | -9 | 14 | -1 | 4 | 12 | 2 | -15 | 0
CN1CCCCc2c1nc1ccccc1c2N (tested in a mixture with another compound) | 0 | -108 | 1 | -11 | 1 | -2 | 7 | 10
COc1cc(C2C(C#N)=C(C)NC3=C2C(=O)c2ccccc23)cc(OC)c1OC (stereo unspecified) | -57 | -18 | 0 | -8 | -3 | 1 | 54* | -2
